ERK EGF block: blocks ERK signaling stimulated by EGF; HEK293-V1b, EGF-stimulated phospho-ERK AlphaScreen; actives 0.41% (n = 130,000); Potency, µM (top dose mostly 11.5 µM), without a hit: top-dose activity change, negative = inhibition, hits mostly inhibitors; AID 1454; active means well fitted inhibition curve with a large enough effect; inconclusive means small, poorly fitted or top-dose-only effect, or effect the other way;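 further: plate controls were stimulated vehicle wells for no effect and unstimulated vehicle basal for full effect; nearly all actives have a fitted effect of over 55% in size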
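Stably V1b-transfected HEK293 cells; 30 min compound, then EGF 25 nM final for 5 min at 37C; 10 min lysis; phospho-ERK by AlphaScreen after 5 hr beads at room temperature.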
* hit, by the source's call; ? = inconclusive; & = joins results of further samples; [ ] = another dose, or the depositor's remark. Potency means the concentration at half of the fitted maximal effect.

compound	ERK EGF block
COc1ccc(OC2OC3COC(C)(C)OC3C(O)C2NC(C)=O)cc1 (configuration not stated)	7%
COc1cccc(N=C2CC(C)(C)CC(=O)/C2=C(/O)c2ccccc2)c1	33%
CC1CCCC(NC(=O)CNC(=S)N(Cc2ccccc2)Cc2cccs2)C1C (configuration not stated)	-9%
COC(=O)c1c(NC(=O)C2CCCCC2C(=O)O)sc2c1CCCCC2 (configuration not stated)	-8%
O=c1c(F)cn(C2CCCO2)c(=O)n1Cc1ccc(Cl)cc1 (configuration not stated)	-8%
O=C(COC(=O)CCc1ccc(S(=O)(=O)N2CCOCC2)cc1)NCc1ccc(Cl)cc1	16%
CCOC(=O)C1CCCN(Cc2cn(C)nc2-c2ccc3c(c2)OCCO3)C1 (configuration not stated)	3%
CCOc1ccc(NC(=S)C(C#N)=C2N(C)c3ccccc3N2C)cc1	6%
O=C(NN1C(=O)C2CC=C(Cl)CC2C1=O)c1ccncc1 (configuration not stated)	-1%
CCOC(=O)c1c(NC(=O)N/N=C/c2ccccc2OCC)sc(C(C)=O)c1C	6%
COC(Cn1c(-c2cccc(S(=O)(=O)N(C)C)c2)n[nH]c1=S)OC	2%
O=C(CO/N=C/c1ccccc1OC(F)F)NCc1ccco1	-2%[57.5 µM]
COc1ccc(OC)c(NC(=O)c2ccccc2NC(=O)c2ccco2)c1	9%[57.5 µM]
COCCn1c(SCc2cc(C(C)=O)ccc2OC)nc2cc(Cl)ccc2c1=O	-5%
CS(=O)(=O)c1ccc2nc(NC(=O)C3=NN(c4ccccc4)C(=O)CC3)sc2c1	-5%[57.5 µM]
COc1ccc2c(C)cc(SC3CCOC3=O)nc2c1 (configuration not stated)	-12%
COc1ccc(-n2cnnc2SCC(=O)Nc2cccc(S(=O)(=O)N3CCCCC3)c2)cc1	-2%
COc1ccc(OC)c(-n2c(-c3ccn[nH]3)n[nH]c2=S)c1	4%[57.5 µM]
O=C(OCC(=O)N1CCOCC1)c1ccc(N2CCOCC2)c([N+](=O)[O-])c1	-9%
O=C(CSc1nc2c(cnn2-c2ccc(F)cc2)c(=O)[nH]1)N1N=C(c2cccs2)CC1c1ccc(F)cc1 (configuration not stated)	0%
O=C(NN=C1CCCCCC1)c1cn(-c2ccccc2)nc1-c1ccccc1	-1%
COc1ccc(C[C@H]2CN3C(=NC[C@H]3Cc3ccccc3)N2CCNC(=O)CCC2CCCCC2)cc1	-9%[57.5 µM]
Cc1cccc(NC(=S)N(Cc2ccc(Br)cc2)Cc2ccc(C(=O)O)cc2)c1	-9%
CCCC(CCC(=O)Nc1ccc(C(=O)OC)cc1)C(=O)O (configuration not stated)	10%
C[C@@H]1C[C@](C)(C(=O)c2ccc3c(c2)OCO3)C=C1c1ccc2c(c1)OCO2	-11%
C=CCSc1nnc(C)c(/C=C/Nc2ccc(Cl)cc2)n1	7%
CCn1c(SCC(=O)Nc2cc(C(C)(C)C)nn2-c2ccccc2)nnc1-c1cccs1	-3%
Clc1ccc(OCc2cn3ccccc3n2)c2ncccc12	-10%
C[C@@H](C(=O)Nc1ccc2ccccc2c1)[C@H]1C[C@]1(C)[C@H](NS(=O)(=O)c1ccc(-c2ccccc2)cc1)c1ccccc1	-2%&15%
CCCCOc1nc(N2CCOCC2)nc(C)c1[N+](=O)[O-]	-2%[57.5 µM]
C/C(=N\NC(=O)C1(C)CC1(Br)Br)c1ccc(NC(=O)C2CCC2)cc1 (configuration not stated)	-3%
O=C(/C=C/c1ccc2c(c1)OCO2)Nc1nc2ccccc2s1	3%
COc1ccccc1NC(=O)c1ccc(NC(=O)COC(=O)C2(C)CC2(Cl)Cl)cc1 (configuration not stated)	-3%
O=C(CCc1ccccc1)NCc1ccccc1	-3%
C/C(=N\NC(=O)c1nn(C)cc1Br)c1ccc(NC(=O)c2ccncc2)cc1	5%
O=C(CCCCCn1c(=S)[nH]c2ccc(N3CCOCC3)cc2c1=O)NCCc1ccccc1	2%
COc1cccc(NC(=O)Nc2nnc(CC(=O)NCc3ccccc3)s2)c1	-11%[57.5 µM]
CC(C)(C)OC(=O)N/N=C/c1ccc(N2CCOCC2)s1	-9%
O=C(O)/C=C/C(=O)NCCC(c1ccccc1)c1ccccc1	-12%[57.5 µM]
COc1ccc(CN(Cc2cccn2C)S(=O)(=O)c2ccc(F)cc2)cc1	13%[57.5 µM]
CC(=O)C1=C(C)NC(=O)CC1c1ccccc1Cl (configuration not stated)	-12%
O=C(/C=C/c1ccc(F)cc1)NC(=S)NNC(=O)c1cccnc1	10%
NC(=O)Nc1ccc(C(=O)OCC(=O)NC2CCCCC2)cc1	2%
Cc1ccc(NC(=O)N2CCCC2C(=O)Nc2ccc(-n3cnnn3)c(C)c2)cc1 (configuration not stated)	32%
Cc1ccc2[nH]c(=O)c(CN(Cc3cccs3)S(=O)(=O)c3ccc4c(c3)OCCO4)cc2c1	5%
Cc1onc(-c2c(F)cccc2Cl)c1-c1nnc(-c2ccc(C(F)(F)F)cc2)o1	23%[57.5 µM]
Cc1ccc(NC(=S)N(CCCN2CCOCC2)Cc2ccco2)cc1Cl	0%
COc1ccc2nc(N3C(=O)CNC3=S)sc2c1	-6%[57.5 µM]
CC1=CC(C)(C)n2c(O)c(N=NC(N)=S)c3c(C)c(C)cc1c32	9%[57.5 µM]
Cc1ccc(C(=O)CSc2nc(-c3ccccc3)cc(=O)[nH]2)cc1	4%

The list continues:
compound	ERK EGF block
O=C(CN1CCN(C2CCCCC2)CC1)Nc1ccc(Br)cc1	0%
Clc1cccc(-c2nnc(-c3ccno3)o2)c1	-6%[57.5 µM]
Cn1cc(CN2CCCC(C(=O)c3ccc(-c4ccccc4)cc3)C2)cn1 (configuration not stated)	0%
O=C(CNC(=O)C1CCCCC1)OCC(=O)c1ccc(Cl)s1	2%
O=C(c1ccc(SCc2cccc(Br)c2)c([N+](=O)[O-])c1)N1CCN(c2ccccn2)CC1	-12%
O=C(O)c1ccc(N/N=C/c2ccc(OC(=O)c3ccccc3Cl)cc2)cc1	?
O=C(O)/C=C/C(=O)N1CCc2ccccc21	7%
C[C@@H]1C=C[C@](Cc2ccccc2)(C(=O)NCCN2CCOCC2)N1C(=O)c1ccccc1	-6%
CCOC(=O)CCNC(=O)N1CCCC(C(=O)c2cccc(Cl)c2)C1 (configuration not stated)	3%[57.5 µM]
COc1cc(NC(=O)CCCn2c(=S)[nH]c3ccccc3c2=O)cc(OC)c1OC	4%
CCOc1ccccc1NC(=O)Cn1c(=O)c2ccccc2n(CC)c1=O	9%
COC(=O)Nc1ccc(SCC(=O)c2ccc(Cl)cc2)cc1	2%
C=CCN1C(=O)/C(=c2\sc3nc(=O)c(Cc4ccccc4)nn3c2=O)c2ccccc21	-7%[57.5 µM]
CN1CCC(Oc2ccccc2Sc2ccccc2)CC1	6%
CC(=O)NC1CC2CCCC(C1)N2CC(=O)N1CCCc2ccccc21 (configuration not stated)	30%
NS(=O)(=O)c1ccc(CCNC(=O)CSc2nc3ccsc3c(=O)n2CCCCC(=O)O)cc1	4%
COc1ccc(CCNC(=O)/C(C#N)=C/c2cccc(OCc3ccccc3)c2)cc1OC	3%
Fc1ccc(-c2cc(C(F)(F)F)n3ncnc3n2)cc1	-5%
CCOC(=O)N1CCN(C(=O)COc2ccc3c(c2)C(=O)CC(C)(C)O3)CC1	24%
O=C(COc1cccc2c1CCN(Cc1ccc(Br)cc1)C2=O)N1CCOCC1	0%
Cc1ccc(O)c(-n2nc3ccccc3n2)c1	6%
COc1ccc(NC(=S)N(Cc2ccccn2)Cc2ccccc2Cl)cc1	7%
Cc1ccc2nc(SCC(=O)c3ccc(O)cc3O)[nH]c2c1	-9%[57.5 µM]
Cc1c(Cl)c([N+](=O)[O-])nn1CCCC(=O)O	-8%
CCOc1ccc(NCC(=O)Nc2ccc(Cl)cc2C)cc1	6%
Cc1ccc(-c2cc(C(=O)NCc3cnn(C)c3)c3cc(Br)ccc3n2)cc1	-10%
COc1cc2c(cc1OC)OC(C)(C)C=C2	-6%
Cc1nc(N2CCOCC2)c(C#N)c2c1COC(C)(C)C2	-11%
C=CC(=O)NCc1ccc(-c2csnn2)cc1	3%[57.5 µM]
COC(c1ccccc1)c1nnc(CCC(=O)NCCCc2ccccc2)o1 (configuration not stated)	-4%
COC(=O)c1ccc(C)c(-n2c(C)cc(C=O)c2C)c1	28%
Cc1[nH]n(-c2ccccc2)c(=O)c1C(c1ccccc1C(=O)O)c1c(C)[nH]n(-c2ccccc2)c1=O	4%
CC(=O)Nc1nc2ccccc2n1Cc1ccc(C)cc1	9%
CCCCCCCCCCCCCCCC(=O)C(F)(F)F	-10%
O=C(c1ccc([N+](=O)[O-])s1)N1CCN(c2ccccc2)CC1	9%
CCC1=NN(C(=O)COc2ccccc2C)C(O)(c2ccncc2)C1 (configuration not stated)	4%
O=C(Cn1cnc2nc3n(c2c1=O)CCC3)NCc1ccccc1	1%
CCN(CC)C(=S)SC1CCCCN(C(=O)c2ccc(F)cc2)C1=O (configuration not stated)	-4%
CCc1ccc(/C=C(/C#N)C(N)=S)s1	4%
CC1CN(c2nc3ccccn3c(=O)c2C=O)CC(C)O1 (configuration not stated)	0%
Cc1cc(C)c2c(N)c(C(=O)N/N=C/c3ccccc3)sc2n1	-2%[57.5 µM]
CC(C)COCC(CN(Cc1ccccc1)c1ccccc1)N1CCCC1 (configuration not stated)	-1%
CCCCOC(=O)c1ccc(NC(=O)C(=O)NCc2cccnc2)cc1	-1%
CCCCCCCCC(=O)NC(NC(=S)N1CCOCC1)C(Cl)(Cl)Cl (configuration not stated)	7%
O=C1C2CCCN2C(=O)N1CCN1CCN(CCO)CC1 (configuration not stated)	28%
CC(NC(=O)c1ccc(CS(=O)(=O)Cc2ccccc2F)o1)c1ccc2c(c1)OCCO2 (configuration not stated)	4%
COc1ccc(OC)c(/C=N/NC(=O)c2[nH]nc3c2CCc2ccccc2-3)c1	12%
CCOC(=O)C1=C(C)N(C)C(C)=C(C(=O)OCC)C1c1ccc(Cl)cc1	-4%
CCn1ncc(Br)c1C(=O)Nc1ccn(C23CC4CC(CC(C4)C2)C3)n1	5%
O=C(CCCN1C(=O)/C(=C/c2cccs2)SC1=S)NNC(=O)c1ccccc1O	?

Additional results.
compound	ERK EGF block
COc1ccccc1NS(=O)(=O)c1cc(NC(=O)c2ccco2)ccc1N1CCOCC1	1%
Cc1ccn2c(CNC(C)CCn3cccn3)c(C(=O)N3CCCCCC3)nc2c1 (configuration not stated)	-1%
Cc1ccc(S(=O)(=O)N2CCC(C(=O)NNC(=O)C3CC3)CC2)cc1Cl	-2%
Oc1ccc(/C=N/Nc2ccc(C(F)(F)F)cn2)cc1	5%
COc1ccc(NC(=O)C(c2cc3c(cc2[N+](=O)[O-])OCO3)N(C)Cc2ccccc2)cc1 (configuration not stated)	-1%
CSc1ccc(/C=C/c2ccc3cccc(O)c3n2)cc1	1%
COc1cccc(CN2CCNC(=O)C2CC(=O)NCc2cc(C(C)C)no2)c1 (configuration not stated)	1%
CC1CC(C)(C)NC(=S)N1CCCC(=O)Nc1ccc(Cl)cc1 (configuration not stated)	-2%
COC(=O)c1sccc1S(=O)(=O)Nc1ccc(N2CCCCC2)cc1	-12%[57.5 µM]
COc1cccc(NC(=O)Nc2ccc(C(C)(C)C)cc2)c1	?
Cn1c(CCC(=O)OCC(=O)NCC(F)(F)F)nc(=O)c2ccccc21	9%
O=C(CCC(=O)OCC(=O)c1ccc([N+](=O)[O-])cc1)NC1CCCCC1	-2%
Cc1cccc(-n2cc(C(=O)O)c(=O)cc2C)c1	-9%
CCCc1c(C)nc2c(Br)cccc2c1Cl	1%
Cc1ccc(NC(=O)NCC2CCN(Cc3cccc(Cl)c3)CC2)c(Cl)c1	-6%
CCOC(=O)N1CCC(NC(=O)C2=CCN(S(=O)(=O)c3ccccc3)CC2)CC1	-2%[57.5 µM]
COc1ccc(NC(=O)c2cc(-c3cccc(OC)c3)on2)cc1	?
COC(=O)c1ccc(CN2CCCCC2)cc1	6%[57.5 µM]
O=C(NCCN1C(=O)S/C(=C\c2ccccc2)C1=O)C1CCN(S(=O)(=O)c2cccs2)CC1	3%
Cn1nccc1C(=O)Oc1cccc(/C=N/NC(=O)c2ccccc2O)c1	-6%[57.5 µM]
C=CCc1cccc(/C=N/NC(=O)C(=O)Nc2ccc(C)cc2)c1O	-8%
COC(=O)c1ccc(N=c2sc(C(=O)OC)cc(=O)n2C)cc1	-1%[57.5 µM]
COc1cccc(N(C(=O)CCl)C(C(=O)NCCc2ccccc2)c2cccs2)c1 (configuration not stated)	7%

Quoted at random: 2 records from the list
compound	ERK EGF block
Cn1c(CCC(=O)OCC(=O)NCC(F)(F)F)nc(=O)c2ccccc21	9%
COC(=O)c1sccc1S(=O)(=O)Nc1ccc(N2CCCCC2)cc1	-12%[57.5 µM]

Ordered by number of heavy atoms (highest first): some entries from above.
compound	ERK EGF block
O=C(NCCN1C(=O)S/C(=C\c2ccccc2)C1=O)C1CCN(S(=O)(=O)c2cccs2)CC1	3%
O=C(CCC(=O)OCC(=O)c1ccc([N+](=O)[O-])cc1)NC1CCCCC1	-2%
COc1cccc(NC(=O)Nc2ccc(C(C)(C)C)cc2)c1	?
Oc1ccc(/C=N/Nc2ccc(C(F)(F)F)cn2)cc1	5%
COC(=O)c1ccc(CN2CCCCC2)cc1	6%[57.5 µM]

The list is partial, so the mix of outcomes need not match the whole.
